H1N1 NS1A inhibition: NS1A inhibition, H1N1 influenza, cell based functional assay (AID 504329); 0.3% of 340,000 active; inhibition, % at 12.5 µM, or IC50 in µM where a hit was titrated; NS1A functional cell-based assay, percent inhibition; higher % means a stronger effect; in the data active = a potency from the dose series; inconclusive = inhibition above about 27% without an active follow-up result; note: strong numbers were not always called active
PhoP GFP inhibition: PhoP regulon inhibitors, Salmonella typhi PhoP promoter GFP reporter, confirmatory (AID 1850); Salmonella Typhi PhoP-promoter GFP reporter, fluorescence, 4 h; higher % means a stronger effect; inhibition, % at 50 µM; hits with a dose series show IC50 in µM; 0.33% of 310,000 active; in the data active = a potency from the dose series; inconclusive = inhibition mostly from about 25% at the one dose, without a potency; inactive = the rest, 99 in 100 with inhibition below about 19%;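 note: 0% = induced wells with vehicle and 100% = uninduced wells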
inhibitors of VEEV: inhibitors of VEEV TC-83 cytopathic effect, confirmation, Vero cells (AID 588727); Vero cells, VEEV TC-83 cytopathic effect inhibition; higher % means a stronger effect; inhibition, % at 20 µM, or IC50 in µM where a hit was titrated; 0.13% of 350,000 active; in the data active = a potency from the dose series; inconclusive = inhibition mostly from about 14% at the one dose, without a potency; inactive = the rest, 99 in 100 with inhibition below about 12%; note: strong numbers were not always called active
tuberculosis growth: growth inhibition of non-replicating M. tuberculosis (AID 488890); Mycobacterium tuberculosis non-replicating, growth inhibition; higher % means a stronger effect; one-dose inhibition, % at 25 µM; IC50 in µM for titrated hits; 0.39% of 320,000 active; in the data active = a potency from the dose series; inconclusive = inhibition mostly from about 82% at the one dose, without a potency; inactive = the rest, 99 in 100 with inhibition below about 76%;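 note: plate controls were DMSO cells for no effect and high antibiotic wells for full effect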
M. tuberculosis HTS: M. tuberculosis growth inhibition, HTS (AID 449762); M. tuberculosis H37Rv growth inhibition, 7H9 media; higher % means a stronger effect; inhibition, % at 25 µM; hits with a dose series show IC50 in µM; 0.59% of 330,000 active; in the data active = a potency from the dose series; inconclusive = inhibition above about 70% without an active follow-up result;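 note: bacterial growth assessed after seven days of incubation; strong numbers were not always called active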
inhibitors of VEEV 10K pilot screen: second read-out of inhibitors of VEEV, no call of its own (marks repeat the call); inhibition, %; measured here: 10K pilot screen inhibition
Active calls of the source: *; i = inactive; ? = inconclusive; · = not tested or not shown.

Preview:
SMILES	H1N1 NS1A inhibition	PhoP GFP inhibition	inhibitors of VEEV	tuberculosis growth	M. tuberculosis HTS	others
CN(C)CCn1c2c(c(SCC(=O)Nc3ccccc3)nc1=O)CCCC2	-7%	7%	0.9%	-4%	-5%
O=C(Nc1ccc(N2CCOCC2)cc1)c1ccc([N+](=O)[O-])cc1	3%	-3%	2.6%	-4%	1%
Cc1cc(OCC(=O)NC2CC2)c2c(C)cc(=O)oc2c1	-2%	-43%	1.4%	-1%	8%

Results, repeating the preview:
SMILES	H1N1 NS1A inhibition	PhoP GFP inhibition	inhibitors of VEEV	tuberculosis growth	M. tuberculosis HTS	others
CN(C)CCn1c2c(c(SCC(=O)Nc3ccccc3)nc1=O)CCCC2	-7%	7%	0.9%	-4%	-5%
O=C(Nc1ccc(N2CCOCC2)cc1)c1ccc([N+](=O)[O-])cc1	3%	-3%	2.6%	-4%	1%
Cc1cc(OCC(=O)NC2CC2)c2c(C)cc(=O)oc2c1	-2%	-43%	1.4%	-1%	8%
CC(=O)C1=C(O)C(=O)N(Cc2cccnc2)C1c1ccccc1 (stereo unspecified)	-5%	-6%	0.2%	-11%	-4%
CC(=O)Nc1ccc(N2C(=O)CC(N3CCSCC3)C2=O)cc1 (stereo unspecified)	-3%	5%	0.7%	12%	6%
Cc1csc(NC(=O)CSc2nnc(NC(=O)C3CC(=O)N(c4ccccc4)C3)s2)n1 (stereo unspecified)	-5%	-5%	0.7%	2%	-9%
CCN(CC)C(=O)Cn1cc(S(=O)(=O)CC(=O)Nc2cc(OC)ccc2OC)c2ccccc21	-2%	-8%	2.3%	4%	2%
CCCN1CCC[C@@H](c2cccc(O)c2)C1	1%	-3%	2.3%	-8%	-4%
CC(=O)Nc1ccc(SC(Sc2ccc(NC(C)=O)cc2)c2ccccc2)cc1	2%	·	6.8%	·	·
COC[C@]12CN(C)C3C4[C@H](OC)[C@H]1C3([C@@H](OC)C[C@H]2O)[C@@H]1C[C@@]2(O)[C@H](OC(=O)c3ccccc3)[C@@H]1[C@]4(OC(C)=O)[C@@H](O)[C@@H]2OC	·	2%	·	3%	-7%

Quoted at random: 3 entries already listed
SMILES	H1N1 NS1A inhibition	PhoP GFP inhibition	inhibitors of VEEV	tuberculosis growth	M. tuberculosis HTS	others
CC(=O)Nc1ccc(SC(Sc2ccc(NC(C)=O)cc2)c2ccccc2)cc1	2%	·	6.8%	·	·
O=C(Nc1ccc(N2CCOCC2)cc1)c1ccc([N+](=O)[O-])cc1	3%	-3%	2.6%	-4%	1%
Cc1csc(NC(=O)CSc2nnc(NC(=O)C3CC(=O)N(c4ccccc4)C3)s2)n1 (stereo unspecified)	-5%	-5%	0.7%	2%	-9%

Additional compounds:
SMILES	H1N1 NS1A inhibition	PhoP GFP inhibition	inhibitors of VEEV	tuberculosis growth	M. tuberculosis HTS	others
CC(C)(C)S(=O)(=O)c1cnc(-c2ccc(Cl)cc2)nc1N	-14%	-4%	0.2%	-1%	0%
COc1cccc(OC)c1NC(=O)CN1CCN(C)CC1	-5%	-8%	1.1%	-5%	-3%
Cc1ccc(SCC(=O)NCCSC(C)(C)C)cc1	4%	-5%	0.9%	35%	5%
COc1ccc(OC)c(-c2cc(C(=O)NCc3ccco3)no2)c1	1%	-6%	i	40%	-7%
O=C(COC(=O)c1c(F)cccc1Cl)NC(=O)Nc1ccc2c(c1)OCCO2	-4%	·	0.3%	-9%	1%
Nc1cc(=O)[nH]c(SCC(=O)Nc2cc(S(=O)(=O)N3CCOCC3)ccc2Cl)n1	-1%	-9%	0.5%	8%	1%
O=C(CNC1CCCCC1)Nc1cc(S(=O)(=O)N2CCOCC2)ccc1Cl	5%	-13%	0.0%	10%	-2%
COc1ccccc1CNC(=O)CSc1nn2c(=O)c(C(C)(C)C)nnc2s1	-6%	-19%	4.3%	-9%	-2%
COc1ccc(NC(=S)N(Cc2ccc(N(C)C)cc2)Cc2ccco2)cc1	19%	0%	0.1%	5%	10%
CCc1ccccc1-n1c(SCC(=O)N2CCCC2)nc2[nH]ncc2c1=O	-5%	5%	1.4%	-14%	-3%
CC(C)(C)C(=O)CN1C2=NCCCN2c2ccccc21	-10%	4%	i	12%	0%
O=C(OCCOc1ccccc1F)c1cc(S(=O)(=O)N2CCOCC2)ccc1F	0%	·	0.9%	·	·
COc1ccc2[nH]cc(S(=O)(=O)c3ccc(C)cc3)c2c1	-2%	-12%	1.8%	5%	-7%
CC(C)(C)NC(=O)CN(C(=O)CNC(=O)c1cccs1)c1ccccc1F	-9%	3%	1.2%	-25%	3%
CCOc1ccc(N=CC2=C(O)CC(C)(C)CC2=O)cc1	-5%	-1%	i	·	?
C/C(=N\OCc1cccc(C(=O)O)c1)c1ccc(Cl)cc1	·	3%	0.0%	36%	-11%
COCCNC(=O)CCCCCNS(=O)(=O)c1ccc(C)cc1	-1%	8%	0.2%	6%	4%
COc1ccc(C(=O)Nc2ccc3c(c2)OCO3)cc1OC	-1%	-19%	i	3%	1%
O=C(CSc1nc2ccccc2o1)Nc1cc(C(F)(F)F)ccc1N1CCOCC1	-1%	0%	5.2%	·	-10%
CC(N=C(NS(=O)(=O)c1ccc(Cl)cc1)c1ccccc1)C(=O)O (stereo unspecified)	-1%	-10%	1.9%	-2%	-5%
COc1ccc(S(=O)(=O)N(CCc2ccccc2)CC(=O)O)cc1	5%	-3%	1.3%	-7%	5%
CCOC(=O)c1c(C)[nH]c(C(=O)OCc2ccc(F)cc2)c1C	-6%	-4%	0.8%	-2%	-1%
CC1CCN(C(=O)CSc2nc3ccccc3[nH]2)CC1	-4%	6%	3.1%	-4%	-9%
Cc1c(C(=O)NCc2nnc(-c3ccccc3)o2)oc2c(F)cccc12	13%	-9%	0.8%	9%	3%
CC(Nc1nc(-c2ccc(F)cc2)cs1)c1nc2cc(Cl)c(Cl)cc2n1CCOCCO (stereo unspecified)	-2%	-9%	0.6%	15%	1%
COc1cc(NC(=O)C2CC(c3ccc(Cl)cc3)=NO2)cc(OC)c1OC (stereo unspecified)	-2%	-17%	0.1%	-1%	6%
COc1ccc(CSCC(=O)NN=C2CCN(C)CC2)cc1	-18%	3%	0.2%	-11%	-4%
CCOc1ccc(CO/N=C/c2c(C)[nH]c(=O)[nH]c2=O)cc1	2%	0%	2.6%	17%	4%
Cc1ccc(S(=O)(=O)N2[C@@H](c3cccc(Cl)c3)C(C(=O)O)=CC[C@H]2c2cccc(C)c2)cc1	-5%	-8%	0.6%	42%	-1%
COc1ccccc1NC(=O)C1CCCN(S(=O)(=O)c2cccc3nsnc23)C1 (stereo unspecified)	4%	2%	3.0%	1%	4%
CN(Cc1ccccc1)C(=O)c1cccc(NC(=O)Cc2ccc(NC(=O)C3CCN(C(=O)C4CCCC4)CC3)cc2)c1	1%	·	4.7%	·	·
CN1C/C(=C/c2ccccc2[N+](=O)[O-])C(=O)/C(=C\c2ccccc2[N+](=O)[O-])C1	11%	·	?	·	·
COc1ccccc1NC(=O)C(C)OC(=O)/C=C/c1ccc2ccccc2n1 (stereo unspecified)	1%	-2%	10%	?	3.8µM*
CC(=O)c1sc(NC(=O)C(C)Oc2ccc3c(C)cc(=O)oc3c2)nc1C (stereo unspecified)	-11%	-10%	6.1%	0%	-2%
CC(C)(CN1CCN(Cc2ccccc2)CC1)NS(=O)(=O)c1ccc(Cl)cc1	-6%	3%	0.2%	28%	9%
COc1ccc(CNC(=O)C2CCC(CNS(=O)(=O)c3cccs3)CC2)cc1 (stereo unspecified)	-7%	-8%	1.6%	6%	2%
O=C(NCCNc1nccc(C(F)(F)F)n1)c1cccc(C(F)(F)F)c1	-18%	7%	2.5%	-18%	7%
COc1ccccc1OCCn1cc(/C=C(\C#N)C(=O)NCc2ccco2)c2ccccc21	7%	3%	i	-14%	-1%
CC(C)(C)OC(=O)NC(Cc1ccccc1)C(=O)O (stereo unspecified)	-6%	-1%	i	2%	-3%
COc1ccc(C2=NN(C(=O)CCC(=O)O)C(c3ccc(OC)c(OC)c3)C2)cc1 (stereo unspecified)	1%	-4%	i	-9%	6%
CC(=O)c1ccc(N2CCN(C(=O)COc3ccc4c(c3)CCC4)CC2)cc1	-8%	3%	0.8%	16%	-15%
CCCCN(CCCC)Cc1ccc(C(=O)NN)o1	9%	-11%	0.2%	-18%	5%
CCOC(=O)c1ccccc1-c1csc(N)n1	3%	9%	0.9%	·	5%	inhibitors of VEEV 10K pilot screen=0.9
CCOC(=O)c1c(C)n(C)c2ccc(O)c(S(=O)(=O)c3ccccc3)c12	1%	1%	0.5%	-18%	-6%
NNC(=O)c1ccc(Cn2cccn2)o1	-8%	2%	0.4%	4%	-3%
O=C(COc1ccccc1)Nc1ccc(-c2nnc(-c3ccco3)o2)cc1	-1%	4%	2.5%	-10%	6%
CCCN1C2CCCC1CC(NC(=O)NC1CCCCC1)C2 (stereo unspecified)	7%	2%	i	-4%	-5%
C[C@]12CCC3[C@@H](CC[C@@H]4C[C@H](O)CC[C@]34C)[C@@H]1CCC2=O (stereo partly specified)	3%	-8%	0.4%	20%	28%
CCOC(=O)COc1cccc2c(=O)n(CC(N)=O)ccc12	-7%	8%	0.1%	-14%	-9%
CC1=CC2=NC(=O)CC(C)(C(=O)N(CC(=O)NC(C)(C)C)Cc3cccs3)N2C=C1 (stereo unspecified)	-5%	2%	0.1%	0%	-2%
The listing continues.
SMILES	H1N1 NS1A inhibition	PhoP GFP inhibition	inhibitors of VEEV	tuberculosis growth	M. tuberculosis HTS	others
Cc1ccc(-c2nc3ccc(C)cn3c2CC(=O)N(C)C)cc1	-4%	-6%	1.3%	1%	18%
CN(C)C(=O)CCc1ccc2c3c([nH]c2c1)[C@]1(C)[C@@H](C(=O)N2CCCCC2)C[C@H](CC(=O)NCc2ccco2)C(=O)N1CC3	-5%	·	0.2%	·	·
O=C(CNc1cccc2ccccc12)N/N=C/c1ccc([N+](=O)[O-])o1	13%	-3%	2.1%	i	?
CC1CCCN(C(=O)c2ccc(N3CC4CC(C3)c3cccc(=O)n3C4)c([N+](=O)[O-])c2)C1 (stereo unspecified)	-4%	-1%	0.1%	4%	1%
COc1cccc(Oc2cn[nH]c2-c2ccc(OCC(=O)NN)cc2O)c1	9%	-4%	2.2%	-2%	9%
Cc1cc(NC(=O)CSCC(=O)OC(C)C(=O)N(C)Cc2ccccc2)no1 (stereo unspecified)	-14%	4%	3.5%	-14%	-12%
COc1ccc(S(=O)(=O)N2CCCC2)cc1C(=O)N1CCOCC1	-5%	8%	2.0%	-15%	-1%
O=C(CCCN1C(=O)/C(=C/c2ccco2)SC1=S)Nc1cccc(C(=O)O)c1	-21%	12%	12%	28%	1%
Cc1ccc(-c2nnc(N(C)C(=O)c3ccncc3)s2)cn1	3%	-3%	1.8%	-6%	-1%
O=C(N/N=C/c1ccc2nccnc2c1)c1ccccc1O	·	4%	·	-15%	3%
FC(F)(F)c1cccc(/C=N/NC(=S)NC2CCCCC2)c1	-4%	-50%	1.7%	-13%	16%
[O-][N+](=C(c1ccccc1)c1ccccc1)c1ccccc1	-16%	·	0.8%	·	·
CCOc1cc(C(c2c(C)[nH][nH]c2=O)c2c(C)[nH][nH]c2=O)ccc1OC(=O)c1cccc([N+](=O)[O-])c1	13%	13%	i	77%	-6%
Cc1cc(C(=O)CSc2nc3ccccc3n2CCC#N)c(C)n1Cc1cccs1	-2%	-1%	0.4%	27%	-2%
COc1ccc(C(=O)N(C)CC(O)c2ccccc2)cc1OC1CCN(C(C)=O)CC1 (stereo unspecified)	3%	-9%	i	23%	-1%
O=C(Cc1ccc2c(c1)OCCO2)N/N=C/c1ccco1	0%	·	1.3%	-24%	-6%
Cc1cc(NC(=O)Cc2ccccc2C)no1	0%	-3%	0.3%	-7%	-1%
O=C(NCC(O)c1ccccc1)Nc1cccs1 (stereo unspecified)	-11%	1%	i	-2%	-2%
CCc1nnc(NS(=O)(=O)c2ccc(N/C=C\C(=O)c3ccc(C)cc3)cc2)s1	3%	14%	6.1%	79%	?
Clc1ccc(-c2nc3n(n2)Cc2ccccc2-3)cc1	2%	-2%	3.8%	1%	2%
Cc1cc(-c2nnc(SCC(=O)Nc3ccccc3F)n2N)n[nH]1	5%	11%	1.6%	9%	-1%
CC(=O)c1c(N2CCCCC2)nc(=S)n(Cc2ccccc2)c1C	-3%	7%	0.9%	36%	-11%
NC(=O)c1ccc(-c2nnn(CC(=O)Nc3cccc(S(=O)(=O)N4CCCC4)c3)n2)cc1	6%	·	1.9%	18%	-10%
O=C(N/N=C\c1cccc(Br)c1)c1ccccc1-n1cccc1	9%	1%	2.6%	14%	8%
CCc1c(C)sc(NC(=S)N2CCN(CC)CC2)c1C(=O)OC	14%	1%	i	68%	13µM*
CC(=O)N1CCCN(C(=O)c2ccc3nc(Cc4cccc(Cl)c4)oc3c2)CC1	-9%	-1%	3.4%	14%	-4%
